Source: PubChem
12-LOX inh: blocks human arachidonate 12S-lipoxygenase | P18054 | purified 12hLO, xylenol orange hydroperoxide absorbance | Potency, µM (doses to about 108 µM), for the others: at the top dose activity change, negative = inhibition, hits mostly inhibitors | 580,000 tested, 1.1% active | AID 1671190; further: potency means the concentration at half of the fitted maximal effect; on the % scale 0 is the no-effect control and ±100 the full control effect
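Purified human 12hLO at 150 nM in 25 mM Hepes, 0.01% Triton X-100, pH 7.0, preincubated 15 min at room temperature with compound. Reaction started with 40 uM arachidonic acid, 30 min at room temperature. Hydroperoxide measured by Fe-xylenol orange, 573/405 nm absorbance ratio.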
ERG Ets-DNA blk: ERG Ets/DNA interaction inhibition; fluorescence polarization, His-ERG Ets domain / labelled DNA; Potency, µM (series often up to 76.9 µM), without a hit: at the highest dose FP activity, negative = inhibition, actives largely listed as inhibitors; 370,000 tested, 0.028% active; active means well fitted inhibition curve with a large enough effect in the polarisation, with a control signal flat; inconclusive means small, poorly fitted or top-dose-only effect, or effect the other way, or a change in a side signal; inactive means no such curve, though single readings can be large or run the other way; the % refers to the polarisation;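 further: polarization taken with two DNA probes labelled with fluorescein and Texas red; potency means the concentration at half of the fitted maximal effect; % of control where 0% means no effect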
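His-tagged ERG Ets domain (1 uM in the protein solution; 300mM KCl, 50mM Tris-HCl, 1mM EDTA, 1mM DTT, pH 7.5) received compound, then a probe mix of 5 nM fluorescein-DNA and 100nM Texas-615-DNA. Fluorescence polarization was read for both dyes.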
HP1b chromo inh: blocks HP1-beta chromodomain binding to methylated histone tails; P83916; 390,000 tested, 0.56% active; AlphaScreen HP1-beta / biotin-H3K9me3 peptide binding; Potency, µM (titrated, usually from 114 µM), without a hit: at the top dose activity change, negative = inhibition, most hits filed as inhibitors; further: potency means the concentration at half of the fitted maximal effect; nearly all actives have a fitted effect of over 70% in size; inactives centre near 23
Target sequence (P83916 whole entry, looked up): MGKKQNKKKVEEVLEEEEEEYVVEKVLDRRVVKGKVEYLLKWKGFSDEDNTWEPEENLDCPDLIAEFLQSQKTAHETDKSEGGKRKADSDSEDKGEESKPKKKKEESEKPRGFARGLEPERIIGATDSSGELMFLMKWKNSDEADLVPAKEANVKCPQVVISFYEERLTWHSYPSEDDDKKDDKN
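HP1-beta protein (50 nM final) preincubated 30 min at room temperature with biotinylated H3(1-18)K9me3 peptide (50 nM) in PBS pH 7.4, 0.01% Tween-20, then compound added for 30 min. AlphaScreen streptavidin donor/nickel chelate acceptor beads (10 ug/mL final), 30 min dark, luminescence read.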
RGS4 inhibitor: blocks human RGS4-accelerated GTP hydrolysis | P49798 | Transcreener GDP fluorescence polarization, RGS4-accelerated GTP hydrolysis | Potency, µM (highest dose often 114 µM), for inactives: at the top dose activity change, negative = inhibition, hits mostly inhibitors | 390,000 tested, 0.039% active | AID 504845; further: potency means the concentration at half of the fitted maximal effect; on the % scale 0 is the no-effect control and ±100 the full control effect; nearly all actives have a fitted effect of over 75% in size; some results filed as inactive show a strong effect at the top dose
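MLSMR compounds (23 nl, pin-transferred) preincubated 10 min at room temperature with a 500nM (2x) first reagent, then RGS4 at 900nM (2x) plus Transcreener GDP mix added; fluorescence polarization (620/688 nm) read before and after 90 min at 30 °C.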
PI4K2A inh: PI4K2A (human) kinase inhibition; Q9BTU6; AID 1346378; purified PI4K2A, ADP-Glo luminescence, 1 h; active compounds read low; 420,000 tested, 0.13% active; activity change, negative = inhibition, % at 76.9 µM; in the data active means activity change below about -50%; inconclusive means mostly about -30% to -49%;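 further: -100% = wells without enzyme as full effect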
Target sequence (Q9BTU6 whole entry, looked up): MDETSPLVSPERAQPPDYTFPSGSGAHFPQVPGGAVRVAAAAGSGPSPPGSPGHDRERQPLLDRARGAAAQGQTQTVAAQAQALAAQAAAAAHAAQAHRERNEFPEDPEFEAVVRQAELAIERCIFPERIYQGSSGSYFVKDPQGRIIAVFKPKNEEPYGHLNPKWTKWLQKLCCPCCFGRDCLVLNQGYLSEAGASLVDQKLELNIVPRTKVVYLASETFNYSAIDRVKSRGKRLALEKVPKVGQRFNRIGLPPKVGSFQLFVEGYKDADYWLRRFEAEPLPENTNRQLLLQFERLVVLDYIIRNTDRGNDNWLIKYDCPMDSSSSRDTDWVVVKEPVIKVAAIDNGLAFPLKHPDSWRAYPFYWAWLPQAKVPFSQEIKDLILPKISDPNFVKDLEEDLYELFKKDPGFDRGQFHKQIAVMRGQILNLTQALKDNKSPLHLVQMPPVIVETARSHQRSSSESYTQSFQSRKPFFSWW
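PI4K2A activity was measured by ADP-Glo luminescence: enzyme (4 ug/mL stock) and phosphatidylinositol (1.2 mM stock) in Tris pH 7.5/MgCl2/EGTA/Triton X-100 buffer were reacted with ATP (300 microM stock) for one hour at ambient temperature.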
JMJD2A Tudor inh: inhibitors of human JMJD2A Tudor domain | O75164 | Potency, µM (series often up to 114 µM), for inactives: at the top dose activity change, negative = inhibition, most hits filed as inhibitors | 390,000 tested, 4.4% active | AlphaScreen JMJD2A-Tudor / H3K4me3 peptide binding; further: potency means the concentration at half of the fitted maximal effect; on the % scale 0 is the no-effect control and ±100 the full control effect; nearly all actives have a fitted effect of over 50% in size
GLS inhibitor: inhibitors of human glutaminase (GLS); O94925; GLS enzymatic activity, qHTS titration; Potency, µM (series often up to 45.5 µM), inactives show top-dose activity change, negative = inhibition, most hits filed as inhibitors; 410,000 tested, 0.21% active; AID 624170; further: potency means the concentration at half of the fitted maximal effect; on the % scale 0 is the no-effect control and ±100 the full control effect
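Assay buffer: 45 mM KH2PO4 pH 8.2, 0.02% Tween-20. hKGA acts on L-glutamine (1 mM solution added); product glutamate is reported by an oxidase/peroxidase Amplex Red coupling, with fluorescence taken at baseline and 30 min.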
G9a inh: G9a (human) methyltransferase inhibition | AID 504332 | 350,000 tested, 8.8% active | G9a H3K9 monomethylation, AlphaScreen, 2 h | Q96KQ7 | Potency, µM (top dose mostly 102 µM), without a hit: at the top dose activity, negative = inhibition, most hits filed as inhibitors; further: potency means the concentration at half of the fitted maximal effect; on the % scale 0 is the no-effect control and ±100 the full control effect; nearly all actives have a fitted effect of over 75% in size
Target sequence (Q96KQ7 913-1193 limits assumed): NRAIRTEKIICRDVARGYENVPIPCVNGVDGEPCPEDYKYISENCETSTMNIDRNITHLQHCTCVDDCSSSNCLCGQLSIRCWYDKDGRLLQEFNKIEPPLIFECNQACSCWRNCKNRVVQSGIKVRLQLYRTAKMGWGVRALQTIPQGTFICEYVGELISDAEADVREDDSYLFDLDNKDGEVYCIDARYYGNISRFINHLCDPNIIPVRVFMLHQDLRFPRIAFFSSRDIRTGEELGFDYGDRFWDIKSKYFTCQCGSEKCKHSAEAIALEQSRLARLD
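Enzyme 20 nM + cpd, 15 min RT; add b-H3K9 pep 500 nM / SAM 20 uM; 2 h RT; anti-H3K9me1 Ab 0.5 ug/mL + SA donor / anti-rabbit acceptor beads 20 ug/mL each, 10 min; AlphaScreen read.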
BAZ2B inh: blocks human BAZ2B; AlphaScreen BAZ2B-H3K14Ac peptide displacement; 360,000 tested, 4.4% active; AID 504333; Potency, µM (titrated, usually from 114 µM), without a hit: at the highest dose activity change, negative = inhibition, most hits filed as inhibitors; further: potency means the concentration at half of the fitted maximal effect; on the % scale 0 is the no-effect control and ±100 the full control effect; nearly all actives have a fitted effect of over 60% in size
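BAZ2B (50 nM) with biotin-H3(5-23)K14Ac peptide (50 nM) in PBS pH 7.4, 0.01% Tween-20, preformed 30 min, then compound 30 min at room temperature; top concentration 110uM. AlphaScreen streptavidin donor/nickel chelate acceptor beads (10 ug/mL final), 20 min dark, signal read.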
* = called active by the depositor; ? = inconclusive; . = no result given; & = joins results of further samples; [ ] = another dose, or the depositor's remark. Unless noted, the call rests on the fitted dose curve; in most records, active means well fitted curve in the direction sought with a large enough effect; inconclusive means small, poorly fitted or top-dose-only effect, or another doubt; inactive means no such curve, though single readings can be large; an effect the other way counts as inactive or inconclusive. Only part of the results is shown; count on the stated rates, not on these rows.

SMILES	12-LOX inh	ERG Ets-DNA blk	HP1b chromo inh	RGS4 inhibitor	PI4K2A inh	JMJD2A Tudor inh	GLS inhibitor	G9a inh	BAZ2B inh
COc1ccc(CCC(=O)NC(C)C2CCCO2)cc1 (stereo not drawn)	-12%	-5%	59%[activator]	-19%	-3	-4%	-10%	.	12%
O=C(CCNS(=O)(=O)c1ccc(Cl)cc1)N1CCOCC1	-27%	-6%	15%	2%	-4	-8%	3%	-9%	-26%
Cc1nc2ccc(Br)cn2c1NC(C)(C)C	-21%	-10%	13%	-1%	0	-19%	10%	1%[59 µM]	5%
COc1ccccc1-c1ccc(C(=O)O)o1	0%	21%	21%	10%	2	-22%	14%	-51%[12.7 µM]	-6%
Cc1ccc(NC(=O)c2cccc(-n3cnnn3)c2)cc1Cl	15%	0%	37%[activator]	2%	-4	-3%	1%	-4%[2.33 µM]	9%
CC1(C)C(=O)Nc2ccccc2N1C(=O)COC(=O)c1cc([N+](=O)[O-])ccc1N	?	1%	-2%	17%	0	-31%	13%	20µM*	-9%
CNC(=O)/C(=C\c1cccc(Oc2ccccc2)c1)NC(=O)c1ccccc1	-9%	3%	14%	9%	6	-7%	1%	18%[59 µM]	-2%
Cc1ccc(-c2noc(CCCc3ccccc3)n2)cc1	4%	4%	222%[activator]	26%	5	200%[activator]	2%	140%[activator][59 µM]	245%[activator]
O=C(CNCC1CCCCC1)Nc1ccccc1N1CCCCC1	?	-9%	-25%	-17%[56.9 µM]	-1	-76%[57.1 µM]	9%	?	?
COc1ccc(C2=NOC(C)(c3nnc(Cc4ccccc4)o3)C2)cc1 (stereo not drawn)	-11%	1%	43%[activator]	10%	-2	-5%	5%	.	.
CC(C)NC(=O)C(c1ccc(F)cc1)N(C(=O)CCC(=O)Nc1ccccn1)c1cccc(F)c1 (stereo not drawn)	2%	-10%	8%	30%	-1	-7%	-19%	6%	0%
Cc1[nH]c(C(=O)N/N=C/c2ccc(N(C)C)cc2)c(C)c1C(=O)N/N=C/c1ccc(N(C)C)cc1	9%	-13%	17%	-18%	12	?	8%	?	-28%
Cc1cc(NC(=O)CN2CCCC(C)C2)n(-c2nc3ccccc3s2)n1 (stereo not drawn)	1%	5%	47%[activator]	5%	0	-1%	1%	1%[59 µM]	-3%
O=C(CSc1ccccc1C(=O)NCCCN1CCCC1=O)NCc1ccco1	-10%	-6%	13%	-28%	2	-22%	3%	?	-2%
CCCNC(=O)CSc1nc(Cc2ccccc2)nc2ccccc12	-1%	5%	36%	2%	3	-2%	15%	13%	-34%
O=C(COC(=O)C1(c2ccc(F)cc2)CCCC1)NCc1ccc2c(c1)OCO2	2%	-4%	51%[activator]	-1%[11.4 µM]	-1	0%	0%	21%[59 µM]	-4%
CCN1/C(=C/c2ccc3cc(C)ccc3[n+]2CC)Sc2ccccc21	45µM*	100%[activator]	?	-37%	-2	-43%	-5%	7.9µM*	45µM*
Cc1ccnc(NC(=O)C2CCN(S(=O)(=O)c3c(C)c(C)cc(C)c3C)CC2)c1	?	5%	7%	-9%	-1	-28%	0%	.	?
CCCCOC(=O)CSc1ncnc2sc3c(c12)CCC(C)C3 (stereo not drawn)	-4%	5%	209%[activator]	-33%	-5	67%[activator]	-3%	76%[activator][59 µM]	19%
NC(=O)CSc1nnc2n(N)c(=O)c3ccccc3n12	-8%	0%	29%	16%	-4	-7%	6%	1%[2.33 µM]	-1%
CCOc1ccc(N2C(=O)CC(N3CCN(C(=O)c4ccco4)CC3)C2=O)cc1 (stereo not drawn)	35%[activator]	?	25%	34%	-3	-7%	2%	-12%[12.7 µM]	-28%
Cc1ccc(-n2ncc(C(=O)NC3CCN(Cc4ccccc4)CC3)c2C2CCN(C(=O)OC(C)(C)C)CC2)cc1C	0%	-30%	18%	-6%	-1	-35%	-13%	-33%[59 µM]	-1%[57.1 µM]
CCOc1ccc(C(=O)NCCCCNC(=O)c2ccc(OCC)cc2)cc1	-8%	6%	17%	3%	2	2%	5%	.	-10%
O=C(N/N=C/c1ccccn1)c1cc(-c2ccc(Br)cc2)nc2ccccc12	136%[activator]	-9%	17%	2%	-4	-5%	1%	28%	-15%
CCCn1c(O)c(N=NC(=O)CNC(=O)c2cccnc2)c2ccccc21	-29%	-8%	54%[activator]	15%[11.4 µM]	-2	-16%	-3%	-2%[59 µM]	-13%
CC[C@]12c3[nH]c4cc(-c5ccco5)ccc4c3CCN1C(=O)[C@@H](CC(=O)NCCCN(C)C)C[C@@H]2C(=O)N1CCN(C(=O)c2ccco2)CC1	?	-1%	17%	-15%	-1	-30%	1%	.	.
COc1ccc(N2CCN(Cc3cc4c(cc3O)CCC4)CC2)cc1	-3%	0%	-53%	-7%	-1	16µM*	29%	?	32µM*
c1ccc2c(c1)ncc1cccn12	-9%	.	20%	24%	0	-12%	14%	24%[59 µM]	8%
COc1ccccc1C(=O)OCc1cc(=O)n2nc(C(C)C)sc2n1	-21%	-2%	13%	2%	5	-10%	5%	10%[59 µM]	-6%
CN(CC(=O)Nc1c(Cl)cccc1Cl)C(=O)C1CSC2(C)CCC(=O)N12 (stereo not drawn)	6%	24%	15%	14%	5	-16%	5%	10%	-6%
Cc1ccc(C2=NN=C(NC(=O)CSc3nnc4c5ccccc5n(C)c4n3)SC2)cc1	.	16%	15%	-44%	-11	?	3%	45µM*	-10%
O=C(CCc1cn(Cc2ccc(F)cc2)c2ccccc12)N1CCOCC1	-17%	-1%	14%	-7%	5	-19%	0%	?	-27%
CC(=O)N(CCC1(C(C)C)CCOC(C)(C)C1)C(C)c1cccs1 (stereo not drawn)	?	1%	19%	29%	-1	3%	-11%	1%	-29%
N#Cc1ccccc1Sc1ccccc1C(=O)OCC(=O)NC12CC3CC(CC(C3)C1)C2	-2%	-7%	27%	-2%	2	-18%	-1%	10%[59 µM]	5%
Cc1ccccc1NC(=O)COC(=O)CC1CCCC1	-13%	-13%	22%	21%	2	-6%	14%	2%	10%
O=C(Cn1cnc2cc([N+](=O)[O-])ccc2c1=O)Nc1cccc(S(=O)(=O)N2CCCCC2)c1	1%	4%	14%	-24%	3	?	-5%	.	.
COc1ccc(NC(=O)Cn2c(=O)oc3cc(Cl)ccc32)c(OC)c1	-22%&0%	5%&-3%	44%&24%[activator]	-2%&-7%	-5&2	-6%&-4%	7%&4%	15%	2%&2%
O=S(=O)(NC1CCCC1)c1ccc(S(=O)(=O)N2CCc3ccccc32)cc1	-15%	4%	7%	-20%	10	-4%	-4%	17%[59 µM]	-1%
Cc1nc2ccccn2c1-c1csc(Nc2cccc(C(=O)O)c2)n1	-19%	1%	11%	-22%[56.9 µM]	2	-20%	25%	45µM*	-10%
O=C(Nc1cccc(Cl)c1)C1CCCN(S(=O)(=O)c2cnc[nH]2)C1 (stereo not drawn)	19%	-3%	50%[activator]	4%	3	-16%	-7%	2%	10%
CCn1c(Sc2ccc(N)cc2Cl)nc2ccccc21	-19%	.	7%	7%	-3	-31%	2%	?	-24%
Cc1oc2c(c(C)cc3oc(=O)c(CC(=O)NCCc4ccccc4F)c(C)c32)c1C	-4%	2%	35%	31%	2	-9%	-11%	3%[59 µM]	-1%
Cc1cc(C)n(-c2ccc(C(=O)Nc3ccc(N4CCOCC4)cc3)cc2)n1	0%	1%	24%	-4%	11	-25%	-6%	56µM*	-27%
O=C(NNC(=O)c1cc(Br)ccc1O)c1csc(N2CCOCC2)n1	.	-11%	19%[57 µM]	-12%	5	-5%	0%	77%[activator][2.33 µM]	?
CN(CC(=O)Nc1ccccc1C(F)(F)F)C(=O)CCc1nc2sc3c(c2c(=O)[nH]1)CCCC3	0%	-1%	7%	-5%	2	-22%	4%	17%	-18%
N#Cc1ccc(N2CCCNCC2)nc1	7%	2%	38%	-6%	-1	-11%	5%	6%[12.7 µM]	0%
O=C(O)c1cc(N=Cc2c(O)c3ccccc3oc2=O)ccc1O	?	-6%	12%	1%	-12	-22%	38%[activator]	50µM*	-20%
CCc1ccc(N2CCn3c2nc2c3c(=O)n(Cc3c(F)cccc3Cl)c(=O)n2C)cc1	0%	1%	30%	-13%	-4	-15%	-3%	-14%[59 µM]	-13%
COc1ccc(C(CNC(=O)c2cccc(S(=O)(=O)Nc3ccccc3OC)c2)N2CCCC2)cc1 (stereo not drawn)	31%[activator]	3%	14%	20%	2	-28%	-10%	-34%	-10%
O=C(NC1CC(=O)N(c2ccccc2)C1)c1ccco1 (stereo not drawn)	-19%	0%	-4%	-1%	-1	-14%	3%	-3%[59 µM]	3%
COc1ccc(/C=N/N=C2/NC(=O)C(CC(=O)NC(C)C)S2)cc1 (stereo not drawn)	1%	4%	11%	8%	2	0%	7%	-36%	-11%
CCOc1ccc(C2=[N+]([O-])C(C)(C)N(O)C2(C)C)cc1	0%[57.4 µM]	8%	39%	20%	14	0%	0%	38%[59 µM]	6%
